Screening data deposited in PubChem by National Center for Advancing Translational Sciences (NCATS).
S-ASM inh: Inhibitors of Secretory Acid Sphingomyelinase (S-ASM): qHTS; placental ASM, HMU-PC fluorogenic substrate, 60 min; Potency, µM (doses to about 57.5 µM), for inactives: at the highest dose activity change, negative = inhibition, actives largely listed as inhibitors; 340,000 tested, 0.006% active; AID 504937, 2011; note: potency is the fitted concentration of half-maximal effect
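Human placenta-derived ASM preincubated with compound 10 min at room temperature, then reacted with 9 uM (final) fluorogenic HMU-PC substrate for 60 min at 37 C. Stop solution raises pH to 10; fluorescence read at Ex 386/Em 447 nm.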
p53 reactivation: qHTS assay for re-activators of p53 using a Luc reporter | H1299 p53-A138V BP100-luciferase reporter, luminescence, 24 h | Potency, µM (series often up to 92.2 µM), without a hit: top-dose activity change, positive = activation, most hits filed as activators | 320,000 tested, 0.063% active; note: potency is the fitted concentration of half-maximal effect; % of control where 0% means no effect; nearly all actives have a fitted effect of over 45% in size
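H1299 (p53-null), stable ts p53-A138V + BP100-Luc; 1000 cells/well, Opti-MEM/10% FBS; cpd 4 pt, 1:5; 24 h, 37 deg C, 5% CO2; detection reagent 10 min RT; luminescence.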
TRPV1 agonist: HTS Assay for Compounds that Act as Agonists of the Vanilloid Receptor 1 | Transient receptor potential cation channel subfamily V member 1 (Homo sapiens), Q8NER1 | TRPV1-expressing cells, Fluo-8 calcium influx, agonist mode | activation, % at 8.33 µM | 320,000 tested, 0.19% active; in the data active = activation above about 80%; inconclusive = between about 30% and that limit; note: 0% is about no effect
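Fluo-8 calcium influx in TRPV1-expressing cells, kinetic read (ex 480/em 520 nm). Compound added and read 3 min for agonist activity, followed by capsaicin at EC20 final and 2 min further read for enhancement.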
BRCA1 expr up: qHTS Assay to Identify Small Molecule Activators of BRCA1 Expression | MCF7-BRCA1-FFLuc reporter, luminescence, 48 h; response scale: scaled: vehicle 0%, 10 µM genistein 100% | Potency, µM (doses to about 46.1 µM), for the others: at the highest dose activation, actives largely listed as activators | 380,000 tested, 1.1% active; note: potency is the fitted concentration of half-maximal effect; nearly all actives have a fitted effect of over 80% in size; some results filed as inactive show a strong effect at the top dose
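MCF7-BRCA1-FFLuc cells, 2000/well in phenol-red-free MEM, attached 2 h then treated 48 h at 37 C. Luciferase luminescence read 15 min after reagent; normalized to genistein maximum activation (10microM) and DMSO, concentration-response fitted.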
TSG101-PTAP inh: qHTS Assay for Iinhibitors of HIV-1 Budding by Blocking the Interaction of PTAP/TSG101. Tumor susceptibility gene 101 protein (Homo sapiens), Q99816. Fluorescence polarization, FITC-PTAP peptide / Tsg101 binding. Potency, µM (top dose mostly 115 µM), without a hit: top-dose activity change, negative = inhibition, usual class: inhibitors. 340,000 tested, under 10 active. AID 493005, 2010; active = well fitted inhibition curve with a large enough effect in the main read-out, with a control signal flat, not every such curve was filed as active; inconclusive = small, poorly fitted or top-dose-only effect, or effect the other way, or a change in a side signal; inactive = no such curve, though single readings can be large or run the other way; note: potency is the fitted concentration of half-maximal effect; % of control where 0% means no effect
Target sequence (Q99816 whole entry, looked up): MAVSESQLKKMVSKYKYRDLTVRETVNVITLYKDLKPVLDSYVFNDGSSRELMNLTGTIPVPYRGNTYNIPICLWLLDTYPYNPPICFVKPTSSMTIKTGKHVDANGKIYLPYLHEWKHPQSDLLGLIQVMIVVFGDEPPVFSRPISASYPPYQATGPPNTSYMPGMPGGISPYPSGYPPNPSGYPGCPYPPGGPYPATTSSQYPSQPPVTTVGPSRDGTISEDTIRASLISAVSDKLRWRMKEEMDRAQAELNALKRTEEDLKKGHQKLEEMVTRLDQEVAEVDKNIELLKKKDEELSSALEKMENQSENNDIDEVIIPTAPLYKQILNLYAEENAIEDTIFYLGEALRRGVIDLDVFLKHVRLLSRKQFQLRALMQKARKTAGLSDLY
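Steps: Tsg101 binding domain dispensed (10 uM final), compounds pinned in DMSO, FITC-labeled PTAP-motif peptide added (50 nM final); after 20 min binding at room temperature, polarization measured.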
B2AR arrestin: qHTS assay of beta-arrestin-biased ligands of beta2-adrenergic receptor. Beta-2 adrenergic receptor (Homo sapiens), P07550. AID 492947, 2010. Potency, µM (titrated, usually from 46.1 µM), for inactives: top-dose activation, actives largely listed as activators. 330,000 tested, 0.02% active. beta-arrestin recruitment to beta2AR, cell-based reporter;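 note: potency is the fitted concentration of half-maximal effect; 0% = DMSO controls and full agonism = EC100 isoproterenol or metaproterenol; nearly all actives have a fitted effect of over 65% in size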
USP2a inh: qHTS Assay for Inhibitors of Ubiquitin-specific Protease USP2a Using CHOP2 as the Reporter. Ubiquitin carboxyl-terminal hydrolase 2 (Homo sapiens), O75604. USP2 core, Ub-CHOP2 coupled fluorogenic reporter, 485/531. Potency, µM (top dose mostly 38.3 µM), without a hit: at the top dose activity change, negative = inhibition, most hits filed as inhibitors. 330,000 tested, 0.01% active. AID 463254, 2010;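 note: potency is the fitted concentration of half-maximal effect; plate controls were DMSO wells for no effect and full inhibition by NEM control for full effect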
Target sequence (O75604 whole entry, looked up): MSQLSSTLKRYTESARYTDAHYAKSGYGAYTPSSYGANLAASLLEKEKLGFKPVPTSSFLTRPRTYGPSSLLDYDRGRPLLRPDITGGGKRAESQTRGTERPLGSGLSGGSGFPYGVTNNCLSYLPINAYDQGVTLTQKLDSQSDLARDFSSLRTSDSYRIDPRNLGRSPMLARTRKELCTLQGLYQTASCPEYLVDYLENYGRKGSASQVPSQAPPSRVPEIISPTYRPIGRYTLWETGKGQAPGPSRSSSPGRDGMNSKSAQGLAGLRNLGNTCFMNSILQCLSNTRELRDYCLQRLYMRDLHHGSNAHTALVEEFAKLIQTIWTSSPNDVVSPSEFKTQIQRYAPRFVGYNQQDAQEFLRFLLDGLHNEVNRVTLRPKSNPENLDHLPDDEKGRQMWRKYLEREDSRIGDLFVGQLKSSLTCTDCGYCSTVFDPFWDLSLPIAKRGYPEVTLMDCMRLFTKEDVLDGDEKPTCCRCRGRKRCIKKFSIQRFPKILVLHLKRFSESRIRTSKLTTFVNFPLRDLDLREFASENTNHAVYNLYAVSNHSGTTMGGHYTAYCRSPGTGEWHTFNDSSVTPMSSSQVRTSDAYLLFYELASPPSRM
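Deubiquitinase activity read as fluorescence (485/531 nm) after Ub-CHOP2 cleavage activates the enterokinase reporter on its substrate; USP2 core 10nM, Ub-CHOP2 and substrate 25nM each, 30min compound preincubation then 60min RT; data normalized to NEM, curves fitted.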
Integrin act MD: qHTS for Activators of Integrin-Mediated Alleviation for Muscular Dystrophy; alpha7betagal myoblasts, beta-gal FDG fluorescence, 48 h; Potency, µM (top dose mostly 38.3 µM), for inactives: at the highest dose activation, usual class: activators; 350,000 tested, 0.064% active; AID 624291, 2012;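 note: potency is the fitted concentration of half-maximal effect; 100% = response of the positive control SU9516; nearly all actives have a fitted effect of over 60% in size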
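Alpha7betagal+/- myoblasts (passage 13) were plated 16-24 hr, then exposed to compounds (1:260 dilution of DMSO stock) for 48 hours at 37C. After MPER lysis, β-galactosidase reporter activity was read as FDG fluorescence (ex 480/em 540) after 30 minutes.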
ELG1 genotox: qHTS screen for small molecules that induce genotoxicity in human embryonic kidney (HEK293T) cells expressing luciferase-tagged ELG1. HEK293T ELG1-luciferase reporter, luminescence, 16 h. Potency, µM (doses to about 46 µM), inactives show at the highest dose activity change, positive = activation, actives largely listed as activators. 330,000 tested, 1.3% active; note: potency is the fitted concentration of half-maximal effect; % of control where 0% means no effect; nearly all actives have a fitted effect of over 60% in size
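Screening used a luciferase reporter fused to human ELG1 in HEK293T cells. Luminescence was read on a CCD plate imager after 16 hr exposure and 30 min ONE-Glo incubation.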
uPA generation: qHTS for Inhibitors of Cell Surface uPA Generation | cell surface uPA generation assay, qHTS | Potency, µM (titrated, usually from 38.3 µM), without a hit: at the highest dose activity change, negative = inhibition, hits mostly inhibitors | 330,000 tested, 0.31% active | AID 540303, 2011; active = well fitted inhibition curve with a large enough effect; inconclusive = small, poorly fitted or top-dose-only effect; inactive = no such curve, though single readings can be large or run the other way; tested in mouse RAW 264.7 cells; note: potency is the fitted concentration of half-maximal effect; % is set by controls: 0 for no effect and ±100 for the full control effect; nearly all actives have a fitted effect of over 55% in size
Eya2 phos inh: qHTS Assay for Inhibitors of the Phosphatase Activity of Eya2. Protein phosphatase EYA2 (Homo sapiens), O00167. recombinant Eya2, OMFP fluorescence dephosphorylation (OMFP is methylfluorescein phosphate). Potency, µM (doses to about 76.9 µM), without a hit: top-dose activity, negative = inhibition, hits mostly inhibitors. 330,000 tested, 0.006% active. AID 488837, 2010; note: potency is the fitted concentration of half-maximal effect; % is set by controls: 0 for no effect and ±100 for the full control effect
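Eya2 (0.2 uM) preincubated 10 min at ambient with compound, then OMFP substrate added at 50 uM; 10 min reaction in 50 mM HEPES pH 7.5, 50 mM NaCl, 5 uM MgCl2, 0.05% BSA, 1 mM DTT. Fluorescence read at Ex 485/Em 525 nm.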
* = called active by the depositor; ? = inconclusive; . = not tested or not shown; [ ] = remark or other dose. Unless noted, calls come from the whole dose curve; as a rule, active = well fitted curve in the direction sought with a large enough effect; inconclusive = small, poorly fitted or top-dose-only effect, or another doubt; inactive = no such curve, though single readings can be large; an effect the other way counts as inactive or inconclusive.

SMILES | S-ASM inh | p53 reactivation | TRPV1 agonist | BRCA1 expr up | TSG101-PTAP inh | B2AR arrestin | USP2a inh | Integrin act MD | ELG1 genotox | uPA generation | Eya2 phos inh
Cc1cccn2c(=O)c(C=O)c(N3CCN(C)CC3)nc12 | 14% | . | 1 | -1% | 0% | -0.1% | 1% | -4% | 0% | 0% | -4%
Cc1ccc(NC(=O)Nc2c(C)[nH]c(=O)[nH]c2=O)cc1Cl | -3% | -2% | 0 | 9% | -4% | 0.4% | 0% | 15% | 0% | 2% | -3%
Cc1ccc(/C(O)=C2\C(=O)C(=O)N(C)C2c2ccc(F)cc2)cc1 (centres undefined) | -1% | 5% | 2 | -4% | -4% | -0.3% | 2% | 0% | -3% | -2% | 0%
O=C(Nc1ccc(N2CCN(c3ccccc3)CC2)c(F)c1)C1CC1 | -1% | -2% | 0 | -15% | -9% | -0.1% | -1% | 4% | 5% | 2% | -33%
CC(=O)Nc1ccc(N2C(C(C)=O)=NN(c3ccc(Cl)cc3)C2c2sccc2C)cc1 (centres undefined) | -21% | 4% | ? | -33% | -2% | -0.5% | -1% | -38% | -2% | . | -11%
Cc1ccc(-c2nc(SCC(=O)N(C)c3c(N)n(Cc4ccccc4)c(=O)[nH]c3=O)n[nH]2)cc1 | 1% | 0% | 1 | 2% | -1% | -0.4% | 1% | -11% | 5% | 1% | -15%
CC1(C)C(N(O)C(=O)Nc2ccc(Cl)cc2)N(c2ccc(Cl)cc2)C(=O)N1CC(=O)NN (centres undefined) | 0% | 0% | -1 | -5% | -5% | -0.4% | -20% | 4% | -9% | -1% | -38%
CCCCN(C(=O)c1ccccc1OCc1ccc(F)cc1)c1c(N)n(CCC)c(=O)[nH]c1=O | 2% | -39%[inhibitor] | 2 | -15% | -6% | 0.0% | -2% | -2% | -2% | 1% | -14%
CC(C)(C)[C@@H]1CCC(=O)N(CC[C@H](Sc2ccc(Br)cc2)c2ccccc2)CC1 | -11% | 10% | . | -18% | -1% | -0.7% | 2% | -29% | -3% | 6% | -4%
CC[C@@H](C)[C@@H]1CN([C@@H](C)CN2CCC[C@H]2CN2C(N)=NC[C@H]2CC(C)C)C(=N)N1CCc1ccc(Cl)c(Cl)c1 | -3% | 2% | . | 22% | 2% | 0.2% | 6% | 0% | 2% | 9% | -28%
Cc1ccc(-c2ccc(=O)n(CC(=O)NCc3ccc(F)cc3)n2)cc1 | -5% | -3% | ? | 32% | 1% | 0.0% | 0% | 11% | 1% | 2% | -4%
CCn1cc(C(=O)C(F)(F)F)c2ccccc21 | 3% | 1% | -2 | -2% | -6% | 0.2% | -2% | 13% | 0% | -3% | 6%
O=C(OCC1CCCN2CCCCC12)c1ccc2c(c1)OCO2 (centres undefined) | 4% | 0% | 3 | 3% | -5% | -0.5% | 2% | -22% | -1% | 0% | -4%
Nc1nonc1-n1nnc(C(=O)N/N=C/c2cccc(F)c2)c1-c1ccc2c(c1)OCO2 | 2% | -4% | -3 | -15% | -1% | 0.0% | 2% | 31% | -6% | 1% | 5%
Oc1ccccc1C=NN=C1c2ccccc2-c2ccccc21 | -18% | . | . | -64% | -2% | . | . | -23% | . | 1% | .
O=C(c1ccc(COc2ccc(F)cc2)o1)n1cc(Br)cn1 | 6% | 6% | 1 | 37% | -3% | -0.6% | -1% | 26% | 6% | -4% | -2%
O=C(CSc1ccc2nnc(CCNC(=O)c3ccc(F)cc3)n2n1)NCc1ccco1 | -2% | 1% | -2 | -2% | 1% | -0.7% | 1% | -22% | 1% | 3% | 9%
CC(C)Nc1nnc(SCC(=O)c2c[nH]c3ccccc23)s1 | -1% | 0% | -3 | 2% | -1% | 1.5% | -2% | -13% | -2% | -7% | -3%
Cc1ccc(-c2nnc(NC(=O)c3ccco3)o2)c(C)c1 | 3% | 20% | 3 | 4% | -6% | -0.1% | 1% | -17% | -4% | -7% | -34%
Nn1c(COc2ccc(Cl)cc2)n[nH]c1=S | 2% | -2% | 6 | 6% | -2% | -0.1% | 1% | 8% | 1% | -1% | 6%
COc1cc(NC(=O)c2cccc([N+](=O)[O-])c2)ccc1NC(=O)c1cc2ccccc2o1 | 4% | -1% | -3 | -7% | -8% | -0.5% | 3% | -25% | 8% | -2% | 13%
CC(C)[C@H](NC(=O)OCc1ccccc1)C(=O)OCC(=O)N1CCCCC1 | -4% | . | . | ? | -2% | . | . | -1% | . | 2% | .
CCc1nnc(NC(=O)c2cccc(S(=O)(=O)N3CCCC3)c2)s1 | 2% | 4% | -1 | -14% | -2% | -0.5% | 2% | -4% | 0% | 2% | 0%
O=C(CCN1C(=O)/C(=C\c2ccccc2)SC1=S)N1CCCCC1 | -5% | ? | 21 | -93%[inhibitor] | 0% | 0.0% | 2% | -47% | -7% | -1% | 15%
Cc1cccc(Cl)c1NC(=S)NCCc1ccccn1 | 5% | -4% | -1 | 5% | 0% | 0.5% | -2% | -28% | -1% | 3% | 9%
C=CCOn1c(C)c(C(C)=O)c2c3no[n+]([O-])c3ccc21 | -7% | 2% | 1 | 0% | -3% | -0.3% | -3% | 8% | -12% | 1% | -3%
COc1ccc(-c2nnc(-c3cccnc3)o2)cc1OC | 1% | ? | 1 | 90% | -15% | -0.4% | 2% | 41%[7.66 µM] | ? | . | -3%[15.4 µM]
O=C(c1ccc(Cl)cc1)C(Cn1cncn1)C(Sc1ccccc1)c1ccccc1 (centres undefined) | -1% | -19% | 18 | -92% | -7% | 0.2% | -6% | -53%[inhibitor] | -23% | -8% | -11%
CCOC(=O)NC(=O)CSc1nc(-c2ccc(C)c(C)c2)cn1-c1ccccc1 | -2% | ? | -2 | 6% | 0% | 0.7% | 2% | -41% | ? | 0% | -2%
COc1ccc(/C=C2\CCc3ccccc3C2=O)cc1CN1CCOCC1 | 3% | ? | 16 | -38% | 0% | 0.5% | 1% | -44% | ? | -4% | 0%
CCOC(=O)c1cc2occc2n1CC(=O)Nc1ccc(OC)cc1OC | -3% | -5% | 14 | 0% | -1% | 0.1% | 1% | -8% | 1% | -6% | -7%
O=C(Cc1ccc(-c2ccccc2)cc1)OCC(=O)N1CCCC1=O | 1% | -1% | 5 | 2% | -5% | 0.1% | 0% | 38% | 0% | 4% | 5%
COc1cc(-c2nc(CN3CCN(c4ncccn4)CC3)c(C)o2)ccc1F | 0% | 8% | 1 | -25% | -1% | -0.3% | 3% | -27% | -5% | 1% | -3%
Cc1cc(C)c(C2=CC(=O)C[C@H](c3ccc4c(c3)OCO4)C2)c(C)c1 | -4% | -2% | -4 | -7% | 0% | 0.1% | 1% | -10% | -4% | 6% | -12%
CCOC(=O)C1CCN(C(=O)c2ccccc2Oc2ccccc2)CC1 | -2% | -3% | ? | 14% | 1% | -0.5% | 5% | 5% | 0% | 4% | -4%
Cc1ccccc1N1CCN(CCCN2C(=O)CC(=C(c3ccccc3)c3ccccc3)C2=O)CC1 | -1% | 2% | 4 | -18% | -2% | 0.1% | 9% | 23% | -2% | 9% | -12%
O=C(Cc1ccccc1)NCC(=O)N/N=C/c1ccc(C(=O)O)cc1 | 7% | 13% | -1 | -16% | 0% | 0.2% | 1% | 5% | 1% | -24% | 2%
CC1CCCCN1c1nc(-c2ccncc2)nc2ccccc12 (centres undefined) | -2% | 10% | ? | -44% | -7% | 0.4% | -2% | 3% | -7% | 4% | -19%

This is a random part of the collection. Share with any hit: about 2.6%.
